V-ATPase pHluor = regulators of yeast V-ATPase proton transport. 350,000 tested, 0.37% active. S. cerevisiae, pHLuorin cytosolic pH fluorescence. response, % at 10 µM; in the data active means response mostly above about 7.3%, no sharp cut-off; inactive means mostly below about 5.4%; further: actives read high; inactives centre near 0; some compounds called inactive have numbers as strong as hits
CAL PDZ FP-1 = blocks peptide binding to human CAL PDZ domain | inhibition, % at 20 µM | AID 504414 | purified CAL PDZ, TMR-peptide fluorescence polarization, 1 h | 330,000 tested, 0.02% active | Q9HD26;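 active means highest replicate inhibition of at least 40%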;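 further: plate controls were DMSO neutral control wells for no effect and unlabeled competitor peptide control wells for full effect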
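Control set: unlabelled peptide and DMSO controls / Material: purified CerCALP PDZ construct / Timing: 1 h incubation at room temperature before polarization reading / Doses: 20 µM, one dose / Detection: fluorescence polarization (mP)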
LANA DNA inh = blocks KSHV LANA C-terminal domain binding to DNA. MBP-C-LANA/FAM-LBS DNA binding, fluorescence polarization. inhibition, % at 9 µM. 340,000 tested, 0.078% active. AID 504423;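 active means highest replicate inhibition at or above 60% at 9 µM, even if other replicates fall short; inactive means all replicates below 60% inhibition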;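 further: 0% = neutral control wells and 100% = 4 µM acridine orange control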
DSG3 Ab inh = human desmoglein-3 autoantibody binding inhibition; binding (percent of control), % at 10 µM; P32926; 310,000 tested, 0.48% active; DSG3-coupled beads, scFv-anti-DSG3-GFP binding, flow cytometry; active compounds read low;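 active means binding more than 3 SD below its plate's average and above zero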;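 further: hits lower antibody fragment binding to DSG3; some compounds called inactive have numbers as strong as hits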
NSD2 HMT inh = blocks human histone methyltransferase NSD2; NSD2 peptide methylation, AlphaScreen, 120 min; inhibition, % at 12.5 µM; 310,000 tested, 0.54% active; in the data active means inhibition above about 50%
Target sequence (O96028 whole entry, looked up): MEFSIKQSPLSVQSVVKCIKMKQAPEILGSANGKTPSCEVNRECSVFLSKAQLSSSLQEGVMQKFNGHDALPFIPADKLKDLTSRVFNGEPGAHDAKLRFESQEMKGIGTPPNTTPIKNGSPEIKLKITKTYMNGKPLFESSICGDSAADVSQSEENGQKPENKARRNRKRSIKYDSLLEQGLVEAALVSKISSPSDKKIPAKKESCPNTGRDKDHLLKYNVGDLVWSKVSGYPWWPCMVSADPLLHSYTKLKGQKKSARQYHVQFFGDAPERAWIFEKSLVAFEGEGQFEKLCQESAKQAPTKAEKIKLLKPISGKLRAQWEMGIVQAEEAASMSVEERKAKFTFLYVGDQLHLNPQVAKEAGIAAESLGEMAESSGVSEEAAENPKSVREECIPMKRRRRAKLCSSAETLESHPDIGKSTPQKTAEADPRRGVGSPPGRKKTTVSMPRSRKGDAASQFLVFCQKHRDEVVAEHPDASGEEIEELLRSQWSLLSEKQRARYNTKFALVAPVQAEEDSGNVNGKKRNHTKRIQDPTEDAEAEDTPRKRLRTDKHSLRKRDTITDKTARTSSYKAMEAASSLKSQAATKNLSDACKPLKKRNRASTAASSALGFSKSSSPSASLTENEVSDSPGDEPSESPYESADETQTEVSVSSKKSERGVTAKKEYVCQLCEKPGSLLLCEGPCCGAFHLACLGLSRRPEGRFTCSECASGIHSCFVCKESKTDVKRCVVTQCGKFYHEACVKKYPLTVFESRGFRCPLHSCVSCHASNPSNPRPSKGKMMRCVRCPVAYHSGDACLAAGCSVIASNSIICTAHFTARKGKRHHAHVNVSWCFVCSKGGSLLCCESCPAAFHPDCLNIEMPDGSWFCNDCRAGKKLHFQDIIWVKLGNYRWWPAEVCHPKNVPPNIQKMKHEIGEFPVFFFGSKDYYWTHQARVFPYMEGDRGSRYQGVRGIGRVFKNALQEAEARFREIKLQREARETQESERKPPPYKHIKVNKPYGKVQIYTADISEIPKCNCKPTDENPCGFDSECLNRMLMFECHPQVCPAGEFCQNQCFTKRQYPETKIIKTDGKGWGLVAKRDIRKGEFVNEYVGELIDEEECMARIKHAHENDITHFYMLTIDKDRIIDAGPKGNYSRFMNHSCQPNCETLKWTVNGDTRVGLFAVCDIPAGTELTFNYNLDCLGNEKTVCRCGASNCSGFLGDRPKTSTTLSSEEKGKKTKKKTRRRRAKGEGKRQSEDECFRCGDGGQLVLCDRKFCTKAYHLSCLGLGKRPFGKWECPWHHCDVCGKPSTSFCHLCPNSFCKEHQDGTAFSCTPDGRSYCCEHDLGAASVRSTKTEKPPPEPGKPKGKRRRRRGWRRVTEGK
Keap1-Nrf2 PPI = inhibitors of human Keap1-Nrf2 protein-protein interaction | inhibition, % at 9.4 µM | Q14145 | AID 504523 | Keap1 Kelch-Nrf2 peptide fluorescence polarization, 1536-well | 340,000 tested, 0.15% active; in the data active means inhibition above about 12%;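 further: human Keap1 Kelch domain with fluorescein labeled Nrf2 9mer peptide probe; 0% = neutral control wells and 100% = peptide positive control; higher means more block of Keap1 binding to Nrf2 peptide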
CAL PDZ FP-2 = CAL PDZ (human) peptide binding inhibition. AID 602252. Q9HD26. 300,000 tested, 0.92% active. inhibition, % at 24.9 µM. purified CAL PDZ, TMR-peptide fluorescence polarization, 1 h;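 active means mean inhibition of at least 30% with at least half of replicates also reaching 30%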;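 further: 0% = DMSO neutral control and 100% = excess unlabeled competitor peptide PRC23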
DAGLB inhibitor = blocks human DAGLB lipase activity; inhibition, % at 5.17 µM; HEK293T DAGLB membrane lysate, EnzChek fluorogenic substrate; AID 504411; 340,000 tested, 0.059% active; in the data active means inhibition above about 34%;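 further: 0% = enzyme with vehicle and 100% = wells lacking enzyme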
Arrestin-AP2 inh = human beta-arrestin and AP2 interaction inhibition; FITC-arrestin peptide / GST-AP2 beads, flow cytometry; AP2 beta2 appendage carries R879A mutation; inhibition, % at 10 µM; 340,000 tested, 0.31% active;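 active means inhibition above a set limit, near 3 SD of compounds lacking own fluorescence, cut at about 54% in these data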;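 further: plate controls were DMSO wells for no effect and 5 µM unlabelled arrestin peptide for full effect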
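System: GST-tagged AP2 beta2-adaptin appendage (R879A) on 4 µm glutathione beads / Reagent: FITC-arrestin peptide, 50 nM / Detection: HyperCyt-sampled flow cytometry, FL1 channel, ex 488/em 535 nm / Timing: 12 min plus 1 h, RT / Buffer or medium: PBS plus Tween 20 (0.05%) and BSA (0.1%)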
RTF Ca sens inh = cardiac RTF calcium desensitization; P19429+P45379; IANBD-labeled cardiac RTF, Ca2+ fluorescence; inhibition, % at 7.15 µM; 340,000 tested, 0.12% active;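 active means inhibition above the mean inhibition of all tested compounds plus 3 SD, cut at about 17% in these data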;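 further: assay run at fixed EC70 calcium of 1.6 mM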
* hit, by the source's call; · = no result given. Some of the compounds tested, so the mix of outcomes need not match the whole.

compound,V-ATPase pHluor,CAL PDZ FP-1,LANA DNA inh,DSG3 Ab inh,NSD2 HMT inh,Keap1-Nrf2 PPI,CAL PDZ FP-2,DAGLB inhibitor,Arrestin-AP2 inh,RTF Ca sens inh
COc1cc(OC)cc(-c2sc3ccc(OC)cc3c2C#CCCO)c1,-2,0.4,0.5,101,·,2,-3,-2,-4,5
O=C(CCCc1ccccc1)Nc1nncs1,-3,-2.6,0.8,119,-8,-3,-2,0,1,5
O=C(COC(=O)c1ccccc1SCC(=O)NC1CCCCC1)NC1CCCCC1,2,-2.0,0.3,103,1,-2,·,1,4,1
COc1ccc(C(CC(=O)N2CCCC2)c2c(OC)cc(OC)c3c(-c4ccccc4)cc(=O)oc23)cc1 (centres undefined),4,-1.0,-1.4,105,·,-1,-2,-2,-2,-10
CCCCOc1ccc(C(O)C(CN2CCOCC2)c2ccccc2)cc1 (centres undefined),-4,-2.8,0.9,98,4,-1,-6,1,9,-4
Cc1ccc(C2CC(c3cccs3)=NN2C(=O)CSC2=NN3CCCC(=O)N=C3S2)cc1 (centres undefined),5,-0.7,-1.6,102,·,0,-3,-1,-9,-12
Cc1ccc(NS(=O)(=O)c2ccc(CCC(=O)NCCO)cc2)cc1,-2,-0.5,0.9,96,0,-4,-8,-2,13,4
C/C=C(\C)C(=O)OC(C)(C)[C@@H]1Cc2cc3ccc(=O)oc3cc2O1,2,-3.0,-2.3,106,·,2,-3,-3,7,3

6 compounds already listed, ordered by the value under DSG3 Ab inh, largest number first.
structure	V-ATPase pHluor	CAL PDZ FP-1	LANA DNA inh	DSG3 Ab inh	NSD2 HMT inh	Keap1-Nrf2 PPI	CAL PDZ FP-2	DAGLB inhibitor	Arrestin-AP2 inh
O=C(CCCc1ccccc1)Nc1nncs1	-3	-2.6	0.8	119	-8	-3	-2	0	1
C/C=C(\C)C(=O)OC(C)(C)[C@@H]1Cc2cc3ccc(=O)oc3cc2O1	2	-3.0	-2.3	106	·	2	-3	-3	7
COc1ccc(C(CC(=O)N2CCCC2)c2c(OC)cc(OC)c3c(-c4ccccc4)cc(=O)oc23)cc1 (centres undefined)	4	-1.0	-1.4	105	·	-1	-2	-2	-2
O=C(COC(=O)c1ccccc1SCC(=O)NC1CCCCC1)NC1CCCCC1	2	-2.0	0.3	103	1	-2	·	1	4
Cc1ccc(C2CC(c3cccs3)=NN2C(=O)CSC2=NN3CCCC(=O)N=C3S2)cc1 (centres undefined)	5	-0.7	-1.6	102	·	0	-3	-1	-9
CCCCOc1ccc(C(O)C(CN2CCOCC2)c2ccccc2)cc1 (centres undefined)	-4	-2.8	0.9	98	4	-1	-6	1	9

The list continues.
compound,V-ATPase pHluor,CAL PDZ FP-1,LANA DNA inh,DSG3 Ab inh,NSD2 HMT inh,Keap1-Nrf2 PPI,CAL PDZ FP-2,DAGLB inhibitor,Arrestin-AP2 inh,RTF Ca sens inh
O=C(Cn1ccc(NC(=O)OCc2ccccc2)nc1=O)NCc1nc2ccccc2[nH]1,-4,0.8,-2.3,103,·,-3,-2,-4,23,-9
COC(=O)Cn1c(=NC(=O)C(C)(C)C)sc2c(C)cc(C)cc21,-3,0.2,-0.7,88,·,0,·,-2,4,1
O=C(c1ccco1)N1CCN(c2ccc([N+](=O)[O-])cn2)CC1,2,-0.3,0.2,110,-1,-6,-1,2,-5,5
CCC(=O)N1N=C(c2ccc(C)o2)CC1c1ccc(OC)cc1 (centres undefined),-3,-4.0,-0.3,110,3,-6,-3,2,-9,-11
COc1ccc(/C=C/C(=O)OCC(=O)N2CCCC2)c(OC)c1,0,0.1,-1.9,99,0,0,·,0,5,1
CC1CCCN(CCCNC(=O)c2cc3c(Cl)nc4ccccc4c3s2)C1 (centres undefined),-1,-14,-5.4,97,·,-3,-3,0,12,3
CCC(C)c1ccccc1OCC(=O)NN1C(=O)c2ccccc2C1=O (centres undefined),0,-4.4,-1.8,119,8,-1,-5,-2,20,-2
Cc1ccc(S(=O)(=O)c2c(C)nn(C(C)(C)C)c2OC(=O)C(C)(C)C)cc1,0,-1.6,-1.4,112,-3,7,-6,-16,-3,-3

New compounds follow
compound,V-ATPase pHluor,CAL PDZ FP-1,LANA DNA inh,DSG3 Ab inh,NSD2 HMT inh,Keap1-Nrf2 PPI,CAL PDZ FP-2,DAGLB inhibitor,Arrestin-AP2 inh,RTF Ca sens inh
c1ccc(-c2ncc(-c3ccn[nH]3)s2)cc1,6,-2.4,1.2,103,·,1,-2,0,-26,-7
COc1cc(/C=C/C(=O)OCC(=O)NC(=O)NCc2ccco2)ccc1OC(F)F,0,-0.4,-0.8,91,1,-6,·,-1,-6,1
O=C(CN1CCN(S(=O)(=O)c2ccc(Br)cc2)CC1)Nc1ccc(F)cc1F,-4,·,-0.4,110,·,0,-2,-3,33,-1
NC(=O)C1(Nc2ccc(-c3ccc(Br)cc3)cc2)CCCC1,-3,0.6,7.4,100,-1,-3,-2,2,5,6
CN1CCN(S(=O)(=O)c2cc([N+](=O)[O-])ccc2Cl)CC1,1,-4.6,-0.8,101,1,-1,-2,-2,-11,3
CCCCc1cc(C)c(S(=O)(=O)c2ccccc2C)c(=O)[nH]1,1,-1.6,-3.8,88,-4,-5,-3,-2,-4,-6
CC(=O)C1=C(O)C(=O)N(c2cc(C(C)(C)C)on2)C1c1ccc(Br)cc1 (centres undefined),3,-4.6,-1.4,103,4,2,-4,46*,-1,-12
Cc1cc(C)cc(NC(=O)/C(C#N)=C/c2cn(CC(=O)NCc3ccco3)c3ccccc23)c1,-4,-3.4,1.5,100,1,-4,-2,7,·,-7

Continued:
compound,V-ATPase pHluor,CAL PDZ FP-1,LANA DNA inh,DSG3 Ab inh,NSD2 HMT inh,Keap1-Nrf2 PPI,CAL PDZ FP-2,DAGLB inhibitor,Arrestin-AP2 inh,RTF Ca sens inh
Cc1ccc(C(=O)NNC(=O)C(C)Oc2ccccc2F)cc1S(=O)(=O)N1CCOCC1 (centres undefined),-8,-2.5,1.0,108,-3,-7,-2,1,-1,-1
COc1ccc(-n2c(SCc3cn4c(C)cccc4n3)nc3ccccc3c2=O)cc1OC,0,15,-0.1,94,-5,-8,-8,-1,-15,-8
COc1cc(C)ccc1OCCOc1cc(C)ccc1Cl,2,-0.9,0.4,·,1,3,-4,-16,-7,0
Cc1ccccc1OCCC(=O)NNC(=O)COc1cccc(F)c1,1,-1.1,2.1,102,1,4,·,2,-4,4
CC12CCC(=O)N1C(C(=O)NCCN1C(=O)S/C(=C\c3ccc(F)cc3)C1=O)CS2 (centres undefined),-6,-2.7,0.2,93,1,-2,-5,4,-13,-8
COc1ccc(Nc2c(-c3ccco3)nc3cccc(C)n23)cc1,3,·,0.4,106,5,1,27,-2,-13,1
Cc1ccc(OCC(=O)NC2CCCCCC2)cc1C,-2,-4.3,-0.6,104,-2,-3,-9,-6,-9,0
O=C1CCN(S(=O)(=O)c2ccc(Cl)cc2)CC1,0,0.3,-0.6,96,-1,1,-2,1,14,-4

3 compounds drawn at random from those above, as already listed:
compound,V-ATPase pHluor,CAL PDZ FP-1,LANA DNA inh,DSG3 Ab inh,NSD2 HMT inh,Keap1-Nrf2 PPI,CAL PDZ FP-2,DAGLB inhibitor,Arrestin-AP2 inh,RTF Ca sens inh
Cc1ccccc1OCCC(=O)NNC(=O)COc1cccc(F)c1,1,-1.1,2.1,102,1,4,·,2,-4,4
O=C(CN1CCN(S(=O)(=O)c2ccc(Br)cc2)CC1)Nc1ccc(F)cc1F,-4,·,-0.4,110,·,0,-2,-3,33,-1
Cc1ccc(NS(=O)(=O)c2ccc(CCC(=O)NCCO)cc2)cc1,-2,-0.5,0.9,96,0,-4,-8,-2,13,4

Carrying on:
compound,V-ATPase pHluor,CAL PDZ FP-1,LANA DNA inh,DSG3 Ab inh,NSD2 HMT inh,Keap1-Nrf2 PPI,CAL PDZ FP-2,DAGLB inhibitor,Arrestin-AP2 inh,RTF Ca sens inh
Cc1nc2ncnn2c(C)c1Cc1ccc(Cl)cc1,2,-2.8,-0.6,95,-1,1,-2,1,2,-15
C(=NOCCc1ccccc1)c1ccncc1,-3,-0.2,-0.9,97,2,-7,-3,-2,9,-3
COc1ccc(C(=O)NNc2ccccc2)cc1OC,2,·,0.4,97,3,0,-5,2,-1,3
Oc1ccccc1C=NCCN1CCN(CCN=Cc2ccccc2O)C1c1ccccc1O (centres undefined),0,-0.2,-10,117,0,2,-2,0,-17,2
O=C(OCC#CCSc1nnc(-c2cccc3ccccc23)o1)c1ccc(F)cc1,4,-1.2,0.3,102,·,-4,-4,-1,-5,-13
CC(=O)Nc1ccc(SCC(=O)O)cc1,5,-0.5,-0.4,100,4,1,7,-3,27,-10
O=C(CSc1nnc(CNC(=O)c2ccccc2)o1)NCC1CCCO1 (centres undefined),-3,0.0,0.3,114,4,-5,-2,0,-2,-7
O=c1c2c(nc3cc(-c4ccccc4)[nH]n13)CCS2,2,-1.8,0.3,109,0,1,-3,7,13,3

(listing goes on)
compound,V-ATPase pHluor,CAL PDZ FP-1,LANA DNA inh,DSG3 Ab inh,NSD2 HMT inh,Keap1-Nrf2 PPI,CAL PDZ FP-2,DAGLB inhibitor,Arrestin-AP2 inh,RTF Ca sens inh
Cc1cc(NC(=O)COC(=O)c2oc3c(ccc4ccccc43)c2C)no1,-3,-0.9,0.6,83,-1,-5,-3,-3,11,-5
COc1ccc(OCCCc2c(C)n[nH]c2C)cc1,2,-1.0,0.0,109,-3,2,-3,1,-35,13
COCCN(CC(=O)Nc1cccc(C)c1)S(=O)(=O)c1ccc(S(=O)(=O)N2CCCC2)cc1,1,·,-0.8,-25*,-2,-7,-4,1,-1,-3
CC(C)n1c(O)c(N=NC(=O)Cn2ccc(C(F)(F)F)n2)c2ccccc21,-4,-0.9,-0.7,95,-1,1,-3,0,9,3
O=C(/C=C/c1cccc(Cl)c1)Nc1ccncc1,2,-3.4,-0.8,97,-1,2,·,0,-1,-6
CCCc1cc(=O)oc2cc(OCC(=O)NCCCn3ccnc3)c(Cl)cc12,-1,-0.5,-1.6,·,-1,-8,-1,-1,-10,-10
CCOC(=O)c1ccccc1OC(=O)Oc1ccccc1C(=O)OCC,-3,-0.9,-2.0,116,-1,2,1,-6,-9,7
COc1ccc(CCNC(=O)COC(=O)c2cc(S(=O)(=O)NCc3ccccc3)ccc2O)cc1OC,6,0.5,1.0,86,-4,4,·,0,-7,-8

Screens deposited in PubChem by several laboratories.
